# FXIa inh: blocks human coagulation factor XIa protease activity. P03951. purified FXIa, Boc-Glu-Ala-Arg-AMC fluorogenic substrate. inhibition, % at 5 µM. hit rate 0.14% among 220,000;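 active = inhibition of at least 40%; inactive = inhibition below 40%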;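 also: fluorescence of freed AMC excited at 355 nm; 0% = enzyme without compound and 100% = no enzyme blank; many of its hits are not listed in these tables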
# Mdm2 ligase inh: inhibitors of human Mdm2 E3 ubiquitin ligase. Q00987. cell-based MDM2 ubiquitination luciferase reporter, 2 h; 0 = plate control, 100 = twice control, blank-subtracted. signal enhancement, % at 5 µM. hit rate 0.11% among 210,000. AID 1230;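 active = signal enhancement of 30% or more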;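 also: luminescence tracks abundance of the self-degrading MDM2-luciferase fusion protein; higher signal means inhibition of MDM2 E3 ligase activity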
#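 Material: stable MDM2–luciferase fusion reporter cells / Quantity: 2000 cells/well / Dosing: single 5 µM compound dose, 0.2% final DMSO / Buffer or medium: DMEM / Schedule: 4 h cell settling then 2 h compound exposure, 37 °C / Detection: luminescence with SteadyLite reagent, 15 min at room temperature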
# p97 inhibitor: inhibitors of human p97 ATPase | P55072 | recombinant p97 ATPase, Kinase-Glo ATP luminescence, 3 h | inhibition, % at 8 µM | hit rate 0.42% among 220,000 | AID 1481; in the data active = inhibition above about 15%;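 also: 0% = DMSO vehicle and 100% = wells lacking enzyme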
# eIF4E-4G inh: blocks eIF4E binding to eIF4G; hit rate 0.37% among 220,000; inhibition, % at 21.7 µM; P63073+Q04637; TR-FRET eIF4E-eIF4GI(517-606) binding, 2 h;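 active = inhibition above about 30%, limit read from the data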;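 also: 0% = full FRET control wells and 100% = background wells lacking eIF4GI fragment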
# FXIIa inh 1536: inhibitors of human coagulation factor XIIa; hit rate 0.3% among 220,000; inhibition, % at 5 µM; purified FXIIa, Boc-QGR-AMC fluorogenic substrate, 2 h; AID 800; in the data active = inhibition above about 40%;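 also: 0% = enzyme with no compound and 100% = blank without enzyme; many of its hits are not listed in these tables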
# Wee1 stabilizer: inhibitors of human Wee1 degradation | HeLa Luc-Wee1K328M stability, luciferase luminescence; 100% = proteasome inhibitor MG132 effect | hit rate 1.2% among 220,000 | reporter increase, % at 5 µM | P30291 | AID 1321;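 active = activation above the mean of all tested compounds plus 3 SD, set per screening run, cut at about 8.8% in these data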;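 also: cells exposed to compound for 20 h before luminescence read; 0% = DMSO alone and 100% = MG132 at 30 µM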
# Target sequence (P30291 whole entry K328M): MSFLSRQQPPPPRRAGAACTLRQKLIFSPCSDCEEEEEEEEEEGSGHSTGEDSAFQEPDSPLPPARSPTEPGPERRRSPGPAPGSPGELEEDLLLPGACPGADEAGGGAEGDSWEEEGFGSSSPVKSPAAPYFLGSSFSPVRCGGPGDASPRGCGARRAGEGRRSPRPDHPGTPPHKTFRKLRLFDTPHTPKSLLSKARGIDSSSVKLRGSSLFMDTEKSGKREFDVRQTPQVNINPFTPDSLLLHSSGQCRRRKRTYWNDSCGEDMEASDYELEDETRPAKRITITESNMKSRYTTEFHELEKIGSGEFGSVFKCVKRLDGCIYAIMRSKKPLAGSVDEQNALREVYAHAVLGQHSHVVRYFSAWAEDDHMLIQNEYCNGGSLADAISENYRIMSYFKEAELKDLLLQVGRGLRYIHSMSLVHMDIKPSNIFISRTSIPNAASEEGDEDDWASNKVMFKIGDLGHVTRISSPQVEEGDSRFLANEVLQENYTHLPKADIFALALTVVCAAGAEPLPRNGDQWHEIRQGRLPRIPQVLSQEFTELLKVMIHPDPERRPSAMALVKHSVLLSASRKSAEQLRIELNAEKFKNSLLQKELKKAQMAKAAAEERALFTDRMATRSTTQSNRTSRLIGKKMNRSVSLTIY
# Rad51 HR inh: Rad51 (human) homologous recombination inhibition | Q06609 | hRad51 DNA strand exchange, fluorescence dequenching | inhibition, % at 10 µM | hit rate 0.085% among 200,000 | AID 1385;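 active = inhibition above 40% at the single screening dose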;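 also: 0% = DMSO control wells and 100% = blanks with heterologous ssDNA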
#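 Material: human Rad51–ssDNA filaments; Probe or stimulus: labelled 47-mer dsDNA for strand exchange; Doses: single 10 µM dose; Incubation: 37 °C 15-min filament assembly, 30-min compound preincubation, 15-min exchange; Technique: FRET fluorescence dequenching, excitation 485 nm, emission 520 nm; Measure: Fluorescence-based percent inhibition, control- and blank-normalised; Benchmarks: plate control and blank wells.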
# hK5 inh: kallikrein 5 (human) inhibition; Q9Y337; recombinant hK5, fluorogenic AMC substrate cleavage; inhibition, % at 5 µM; hit rate 0.59% among 210,000; AID 873;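 active = inhibition of 40% or more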;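 also: 0% = enzyme controls without compound and 100% = no-enzyme blanks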
# Target sequence (Q9Y337 67-293 limits assumed): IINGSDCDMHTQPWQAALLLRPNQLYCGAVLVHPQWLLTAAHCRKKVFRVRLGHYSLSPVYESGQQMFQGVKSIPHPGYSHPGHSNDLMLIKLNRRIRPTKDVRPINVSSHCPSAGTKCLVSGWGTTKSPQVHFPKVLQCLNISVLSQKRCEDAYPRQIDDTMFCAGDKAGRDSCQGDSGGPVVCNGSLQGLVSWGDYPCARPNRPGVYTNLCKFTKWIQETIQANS
# 14-3-3 Bad PPI: disrupts binding of bovine 14-3-3 zeta to phospho-Bad peptide; P63103; TR-FRET 14-3-3zeta/Dy647-pBad peptide displacement, 1 h; inhibition, % at 21.7 µM; hit rate 0.71% among 220,000;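 active = inhibition above about 70%, limit read from the data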;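 also: 0% = full 14-3-3 plus peptide FRET controls and 100% = background without 14-3-3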
# Target sequence (P63103 whole entry, looked up): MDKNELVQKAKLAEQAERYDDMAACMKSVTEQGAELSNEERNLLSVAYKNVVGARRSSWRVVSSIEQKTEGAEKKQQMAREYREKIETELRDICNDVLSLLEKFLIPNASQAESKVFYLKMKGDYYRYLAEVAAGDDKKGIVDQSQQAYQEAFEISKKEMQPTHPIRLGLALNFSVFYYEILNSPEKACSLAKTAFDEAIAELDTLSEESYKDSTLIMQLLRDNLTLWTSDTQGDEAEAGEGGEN
# Starred values were filed as active, the others as inactive; · = not tested or not shown; & = joins results of further samples; ! = not active in a repeat; [ ] = remark or other dose.
SMILES,FXIa inh,Mdm2 ligase inh,p97 inhibitor,eIF4E-4G inh,FXIIa inh 1536,Wee1 stabilizer,Rad51 HR inh,hK5 inh,14-3-3 Bad PPI
CCCCN(CCNP(=O)(OCC)OCC)CP(=O)(OCC)OCC,4,-10,-2,-2,-3,0,-2,-6,0
CCOC(=O)C(=O)N1CCC(Cc2ccccc2)CC1,-1,-4,0,0,8,-1,·,·,0
COC(=O)C1=C(C)NC(=O)NC1c1ccc(OC(=O)c2ccco2)cc1 (stereo not drawn),-3,-11,-5,1,6,1,·,-2,1
Cc1ccc(C(=O)O)cc1-c1ccc(/C=C2/NC(=O)N(c3ccccc3)C2=O)o1,-4,-26,2,10[fluorescence artefact?],11,-2,-9,-25,-11[fluorescence artefact?]
Cc1ccc(NS(=O)(=O)c2ccc(C(=O)OCC(=O)Nc3cc(C)on3)cc2)cc1,102*,-7,0,0,30,4,19,48*,-2
O=C(NCCc1ccccc1)C1CCN(S(=O)(=O)c2ccccc2)CC1,2,-14,2,18[fluorescence artefact?],-3,2,8,0,13[fluorescence artefact?]
COCCCn1c(=O)c2ccccc2c2ccccc2c1=O,-7,-20,3,-10,13,0,0,21,-2
CCNc1nc(SC(C(C)=O)C(C)=O)nc(N(C)C)n1,20,-15,-1,3,21,-2,4,-1,32
C=C(Br)CN1CCN(CC(=C)Br)CC1,-3,-8,1,-2,4,0,-5,-14,3
CCOC(=O)C1CCCN(Cc2cc(OC)c(O)c(OC)c2)C1 (stereo not drawn),3,7,-2,0,2,1,-9,4,29
Cc1ccc(NC(=O)NCc2ccncc2)cc1Cl,-5,-5,4,-1,4,1,1,-7,-11
COc1ccc(CCN2CCC(Nc3nc4ccccc4n3Cc3ccc(F)cc3)CC2)cc1,-7,·,-5,-2,1,0,3,-18,-8
CCCCn1c(SCc2ccc(C(=O)OC)o2)nc2cc(S(N)(=O)=O)ccc21,4,16,0,5,3,0,-4,-11,7
COc1ccc(C(=O)NCCn2cc(SCC(=O)NCc3ccco3)c3ccccc32)cc1,2,-28,1,-3,12,-4,-1,-1,3
O=S(=O)(Cc1cc(N2CCOCC2)nc(-c2ccccn2)n1)c1ccccc1,-1,-6,1,-4,6,-2,4,-1,-10
CC(=O)N1CCN(c2ccc(NC(=S)NC(=O)c3ccc(C)c([N+](=O)[O-])c3)cc2)CC1,-4,-7,-1,1,0,2,15,-3,-3
Cn1c2ccccc2c2cc(C(=O)NNC(=O)CCl)sc21,-1,-11,14,2,9,-2,22,-8,-6
CCCc1nc(SCC(=O)c2ccc(F)cc2)c2ccccc2n1,0,-11,1,-4,17,-1,5,-11,-13
CN(C)c1ccnc(Nc2ccc(F)cc2)c1C#N,-2,-2,8,0,7,5,-37,·,-13
CCOc1ccccc1NC(=O)COc1cccc(-n2cnnn2)c1,4,-3,-3,6,9,-1,-4,-9,-7
Clc1ccc(Oc2nc3c(Cl)cccc3s2)cc1Cl,-1,·,2,-13,3,7,·,-1,-5
CC(=O)N(CN1C(=O)c2ccc([N+](=O)[O-])cc2C1=O)c1cccc(C(=O)O)c1,-1,-6,-4,0,7,0,5,-1,13
Cc1nc2ccc(NC(=O)c3cccc(S(=O)(=O)N4CC(C)OC(C)C4)c3)cc2s1 (stereo not drawn),-10,-12,0,6,10,-2,-15,-6,-2
Cc1ccc(/C=C(/C#N)C(=O)NC(C)c2ccccc2)o1 (stereo not drawn),9,-11,-4,-1[fluorescence artefact?],14,-1,·,2,3
CCCc1nnc(NC(=O)CCC(=O)N2CCN(CCn3c(C)ccc3C)CC2)s1,-2,6,-3,-2,20,-1,0,-10,-10
COc1ccc2nc(SCC(=O)Nc3ccccc3OC)[nH]c2c1,6,-14,12,5,5,2,16,4,0
O=S1(=O)CCC(=Nc2ccc(Cl)cc2)c2ccsc21,-5,-10,0,4,14,3,4,-14,-9
COc1ccc(C2=Nc3nc(-c4ccccc4)cn3C(c3ccc(OC)cc3)C2)cc1 (stereo not drawn),-1,·,1,1,1,-1,·,-29,4
O=C(Nc1ccncc1)C1CC1c1ccccc1 (stereo not drawn),1,·,1,-11[fluorescence artefact?],9,1,-3,-4,-10
Clc1ccc(Cc2nc(-c3cccnc3)no2)cc1,7,-27,-1,-3,26,-1,-8,26,1
CCC(C)(C)c1ccc(OCCCC[n+]2ccccc2)c(C(C)(C)CC)c1,-7,-15,0,6,5,2,8,-7,1
CCc1nnc(NC(=O)CSc2nc3cc(OC)c(OC)cc3cc2C)s1,-7,-13,-1,11,4,-2,22,-7,1
Cc1ccccc1/[N+]([O-])=C/c1cccs1,-5,-1,7,-1,1,-1,1,-4,-15
COc1ccccc1NC1=NC(CO)(CO)CS1,3,-13,-1,1,12,4,29,2,5
c1ccc(CSc2ccc(-c3ccco3)nn2)cc1,3,-18,2,3,7,7,8,-3,2
CN(Cc1ccccc1)C(=O)N[C@@H](Cc1ccccc1)C(=O)O,-4,-8,2,3,1,3,3,-1,-4
COc1cc(/C=C2/C(=O)ON=C2C)ccc1OCc1cccc(F)c1,-3,-26,-3,-2,3,2,11,-10,-9
COc1cccc(C(=O)NCCC2=CCCCC2)c1,-7,-41,2,-1,-4,8,-5,-6,6
CC(=O)Oc1ccc(N2C(=O)C3C4C=CC(CC4)C3C2=O)cc1[N+](=O)[O-] (stereo not drawn),-1,-5,5,7,0,-1,0,-3,4
COc1ccc(N2CCN(CCNC(=O)c3ccc(NC(=O)C4CCCO4)cc3)CC2)cc1 (stereo not drawn),-8,-13,5,-5,0,0,2,-8,-7

# Structures listed so far that have a furan ring, fused or not, in the order listed:
SMILES,FXIa inh,Mdm2 ligase inh,p97 inhibitor,eIF4E-4G inh,FXIIa inh 1536,Wee1 stabilizer,Rad51 HR inh,hK5 inh,14-3-3 Bad PPI
COC(=O)C1=C(C)NC(=O)NC1c1ccc(OC(=O)c2ccco2)cc1 (stereo not drawn),-3,-11,-5,1,6,1,·,-2,1
Cc1ccc(C(=O)O)cc1-c1ccc(/C=C2/NC(=O)N(c3ccccc3)C2=O)o1,-4,-26,2,10[fluorescence artefact?],11,-2,-9,-25,-11[fluorescence artefact?]
CCCCn1c(SCc2ccc(C(=O)OC)o2)nc2cc(S(N)(=O)=O)ccc21,4,16,0,5,3,0,-4,-11,7
COc1ccc(C(=O)NCCn2cc(SCC(=O)NCc3ccco3)c3ccccc32)cc1,2,-28,1,-3,12,-4,-1,-1,3
Cc1ccc(/C=C(/C#N)C(=O)NC(C)c2ccccc2)o1 (stereo not drawn),9,-11,-4,-1[fluorescence artefact?],14,-1,·,2,3
c1ccc(CSc2ccc(-c3ccco3)nn2)cc1,3,-18,2,3,7,7,8,-3,2

# Given with bars between the fields: entries from further up.
SMILES | FXIa inh | Mdm2 ligase inh | p97 inhibitor | eIF4E-4G inh | FXIIa inh 1536 | Wee1 stabilizer | Rad51 HR inh | hK5 inh | 14-3-3 Bad PPI
COc1ccc(C2=Nc3nc(-c4ccccc4)cn3C(c3ccc(OC)cc3)C2)cc1 (stereo not drawn) | -1 | · | 1 | 1 | 1 | -1 | · | -29 | 4
COc1cc(/C=C2/C(=O)ON=C2C)ccc1OCc1cccc(F)c1 | -3 | -26 | -3 | -2 | 3 | 2 | 11 | -10 | -9

# Going on with the list.
SMILES,FXIa inh,Mdm2 ligase inh,p97 inhibitor,eIF4E-4G inh,FXIIa inh 1536,Wee1 stabilizer,Rad51 HR inh,hK5 inh,14-3-3 Bad PPI
NC(=O)NC(=O)CSc1nc2sc(-c3ccccc3)cc2c(=O)n1-c1ccccc1,-1,-1,6,-5,9,0,-6,1,-8
COc1ccc(OCC(=O)Nc2nonc2NC(=O)COc2ccc(OC)cc2)cc1,-1,-16,1,-2,8,2,9,-7,-8
CCN(CC)C(=O)CC(c1ccc(F)cc1)c1ccco1 (stereo not drawn),3,-10,0,3,14,-2,0,-1,3
O=C(O)c1cccc(Cn2c(Cl)c(/C=N/NC(=O)c3ccccc3Cl)sc2=O)c1,0,-13,-3,2[fluorescence artefact?],15,-2,·,4,-2[fluorescence artefact?]
C=CCN(CC=C)C(=O)c1cc2ccccc2c(=O)o1,1,2,-5,6,7,-1,13,12,14
CCOC(=O)c1[nH]c(C)c(C(=O)Nc2ccccc2C)c1C,7,-34,-3,-3,13,0,-6,-2,-4[fluorescence artefact?]
CN(C)CCCOC(=O)C1c2ccccc2Oc2ccccc21,-6,-19,-2,-1,16,2,3,-17,10[fluorescence artefact?]
CSc1ncc(Cl)c(C(=O)Nc2ccc(NC(C)=O)cc2)n1,3,1,1,4,-4,-1,4,-25,-3
CCc1cccc(CC)c1NC(=O)CO/N=C(\N)CC(=O)NC1CCCCC1,1,-4,-1,3,7,-4,5,0,-8
CC(C)CNC(=O)/C=C/C(=O)O,-2&-7,-6&-16,1&2,-2&0,7&-8,31*!,-2&-8,-1&-20,-1&15
COC(=O)C(=N/Nc1ccccc1C(=O)OC)/C(C)=N/O,1,-3,2,0,13,-1,-9,1,4
Cc1ccc(-c2noc(CN3CCCCC3)n2)cc1,3,-17,-1,-10,17,-1,1,-10,-13
O=Cc1c(NCc2ccco2)nc2ccccn2c1=O,4,-9,6,1,9,-1,0,3,-3
Cc1cccc(C)c1NC(=O)C(=O)NCCOc1ccc(Cl)cc1,-7,-7,2,-4,1,-1,5,-18,-5
COc1cc(C(=O)OCC(=O)N(C)C)cc(NC(=O)c2ccco2)c1OC,-19,7,2,-8,-4,1,-7,9,-1
COc1ccc(C2CC(c3c(-c4ccccc4)c4cc(Cl)ccc4[nH]c3=O)=NN2C(=O)CCC(=O)O)cc1 (stereo not drawn),2,0,4,-2,14,-3,-2,6,-4
Cc1cc(C(N)=O)nn1-c1c(Cl)cc(Cl)cc1Cl,-1,-5,8,-3,-1,-2,5,0,7
Cc1ccc(N2CCN(C(=O)c3ccccc3F)CC2)c(C)c1,2,-8,-1,0,7,1,6,-7,8
CCOC(=O)Cc1csc(NC(=O)CC)n1,8,-4,-3,3,8,1,-4,4,6[fluorescence artefact?]
COC(=O)c1ccc(C2C(C(C)=O)=C(O)C(=O)N2CCO)cc1 (stereo not drawn),-10,2,0,1,0,-1,-7,-3,-7
O=C(CCN1CCN(S(=O)(=O)c2ccc(Cl)cc2)CC1)Nc1ccccc1F,1,2,3,0,7,0,·,·,-7
COc1cc(C(c2sc3nc(C)nn3c2O)N2CCC3(CC2)OCCO3)cc(OC)c1OC (stereo not drawn),-10,0,5,-4,1,-3,-9,-3,-8
CCc1c(C(=O)NCc2ccc3c(c2)OCO3)[nH]c(C)c1C(C)=O,-16,-4,-5,2,15,1,-7,8,4
COc1ccc(Cc2noc(CN3CCC(c4ccncc4)CC3)n2)cc1OC,2,-18,0,2,11,0,·,·,-6
O=C(Nc1ccc(O)cc1C(=O)O)c1cccs1,1,-16,11,1,5,1,·,-2,2
Cc1cc(SCC#N)n2nc(C)c(-c3ccccc3)c2n1,4,-16,5,6,7,-1,-6,0,-1
CCCCCCCCCc1nc(N)n[nH]1,-8,-28,-3,-6,6,-2,·,-22,4
O=c1cc(CSc2ccc(Cl)cc2)[nH]c2[nH]n(-c3ccccc3)c(=O)c12,-2,-7,1,-4,-1,0,·,-1,-5
O=C(c1ccc(F)cc1)N1CCCCC(Sc2nnc3ccccn23)C1=O (stereo not drawn),-10,-38,-4,4,3,-2,13,1,-9
CCn1c(SCc2nc3ccccc3c(=O)[nH]2)nc2ccccc2c1=O,22,·,6,-3,20,-3,-1,26,-11[fluorescence artefact?]

# Bioassay records from PubChem.
